p53ts 32C kill = cytotoxicity in p53ts cells at permissive temperature; H1299-p53A138V at 32C, ATP luminescence viability, 24 h; Potency, µM (series often up to 46.1 µM), for the others: at the top dose activity change, negative = cytotoxicity, actives largely listed as cytotoxic; actives 0.93% (n = 130,000); AID 924;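 also: 0% = DMSO and -100% = full killing by reference compound; nearly all actives have a fitted effect of over 55% in size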
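Viability by ATPlite luminescence after 24 h compound treatment (up to 46 uM) at the permissive 32C. Cells are H1299 carrying p53 A138V. Scale runs from DMSO basal to 100 uM tamoxifen as full kill; AC50 from Hill fits.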
p53ts 39C tox = p53ts cell cytotoxicity, nonpermissive temperature | AID 902 | Potency, µM (highest dose often 46.1 µM), without a hit: at the top dose activity change, negative = cell killing, hits mostly cytotoxic | H1299-p53A138V viability at 39C, ATP luminescence, 24 h | actives 1.5% (n = 130,000); also: nearly all actives have a fitted effect of over 55% in size
Imprint erasure = inducers of genomic imprint erasure in mouse ES cells; mouse ES Peg3-LacZ reporter, beta-gal luminescence, 40 h; actives 0.02% (n = 110,000); Potency, µM (highest dose often 60.7 µM), for the others: top-dose activity change, positive = activation, usual class: activators;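 also: 0% = negative control wells on the plate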
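Each well holds 300 Peg3LacZ-Neo (maternal) female ES cells incubated 40 h at 37C, 5% CO2. LacZ is measured by BetaGlo luminescence, with AC50 and maximum efficacy derived from dose-response curves.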
IkB sig inh = suppresses IkB signaling in ABC-DLBCL reporter cells | ABC-DLBCL IkBa-CBG/CBR dual luciferase ratio, 4 h; response scale: scaled: untreated 0%, proteasome inhibitor 100% | Potency, µM (titrated, usually from 57.1 µM), for the others: at the highest dose IkBa stabilization activation | actives 0.04% (n = 110,000); active = well fitted curve in the direction sought with a large enough effect in the signal ratio, not every such curve was filed as active; inconclusive = small, poorly fitted or top-dose-only effect, or a change in a side signal; the % refers to the signal ratio;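 also: the direction sought is a rising ratio; 0% = basal untreated cells and 100% = reference inhibitor full response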
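In this assay, an IκBα–CBG68 fusion accumulates when IKK-driven degradation is blocked; native CBR normalizes for cell number. OCI-Ly3 cells were treated 4 h with compound and doxycycline, then green and red light read after Chroma-Glo addition.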
The depositor's hits bear a star; ? = inconclusive; nt = no result given; & = joins results of further samples; [ ] = dose if it differs, or a comment. Unless noted, calls follow the shape of the dose curve; as a rule, active = well fitted curve in the direction sought with a large enough effect; inconclusive = small, poorly fitted or top-dose-only effect, or another doubt; inactive = no such curve, though single readings can be large; an effect the other way counts as inactive or inconclusive. Unless noted, % is scaled to controls: 0 for no effect and ±100 for the full control effect; potency is read from the fitted curve at half-maximal effect. Rows are unselected. About 1.8% of those tested had a hit in this group.

SMILES	p53ts 32C kill	p53ts 39C tox	Imprint erasure	IkB sig inh
O=c1c2oc3ccccc3c2ncn1Cc1ccccc1Cl	-7%	1%	-5%	0.0%
CCOc1ccccc1NC(=O)N1c2ccccc2Sc2ccccc21	5%	2%	-19%[10.9 µM]	6.9%
CCCNC(=O)c1ccccc1C(=O)NCCC	3%	2%	1%	0.8%
O=C(Nc1ccc2nsnc2c1)c1ccc2c(c1)OCO2	?	?	-74%[inhibitor]	?
CCOC(=O)c1ccc(NC(=O)CCC(=O)N2Cc3ccccc3Oc3ncccc32)cc1	9%	13%	14%[10.9 µM]	-3.1%
Cc1cc(C)c2c(n1)nn1c(NCCOCCO)cc(C)nc21	3%	3%	-16%	-3.5%
Cc1ccc(NC(=O)Cn2ncn3c(cc4ccccc43)c2=O)c(C)c1	6%	-17%	28%[10.9 µM]	-3.6%
CCOC(=O)c1cc2c(=O)n3ccccc3nc2n(CCCOC)c1=NC(=O)C(C)(C)Oc1ccc(Cl)cc1	1%	-21%	-9%[10.9 µM]	?
CC(C)(C)OC(=O)NCCCCCc1nnc(SCC(=O)Nc2cccc(Cl)c2)o1	-17%	-23%	-5%	?
CC(=O)OC/C=C(C)/C=C/C=C(C)/C=C/C1=C(C)CCCC1(C)C	7%[1.84 µM]	-4%	-10%&-6%&-9%	?
COC(=O)CSc1nc2sc3c(c2c(=O)n1-c1ccccc1)C(C)CCC3 (stereo not drawn)	1%	-14%	-10%[10.9 µM]	-0.3%
Cc1nn(CC(=O)N(C)C)c(=O)c2ccccc12	4%	7%	-7%	-1.6%
COc1ccc2c(c1)CC(C(=O)Nc1ccc(Br)c(C)c1)CO2 (stereo not drawn)	-7%	?	3%[10.9 µM]	0.6%
Cc1ccc2c(CC(=O)O)coc2c1C	0%	-8%	1%	-0.1%
C=CCn1c(SCc2cc(=O)n3ccsc3n2)nc2scc(C3CC3)c2c1=O	11%	-7%	-15%	?
O=c1[nH]c2ccc(Cl)cc2c(-c2ccccc2)c1N1CCOCC1	4%	1%	-12%	0.2%
Cc1ccc2cc(CN(C(=O)C3CCCO3)C3CCCCC3)c(=O)[nH]c2c1 (stereo not drawn)	-2%	6%	-2%	6.0%
CCCCCOC(=O)c1ccc(Nc2nc(C(=O)OCC)nc3ccccc23)cc1	5%	0%	-8%[10.9 µM]	1.0%
CCOC(=O)c1ccc(NC(=O)CCn2ccc(C)n2)cc1	3%	-9%	-8%[10.9 µM]	-0.9%
CCC(C(=O)Nc1ccc(C(C)=O)cc1)n1c(C)c2cnn(-c3ccccc3)c(=O)c2c1C (stereo not drawn)	11%	-14%	?	-1.3%
COc1cc2c3cc1Oc1cc(ccc1O)C[C@@H]1c4c(cc(OC)c(O)c4Oc4ccc(cc4)C[C@H]3[N+](C)(C)CC2)CC[N+]1(C)C	-3%[9.22 µM]	7%[9.22 µM]	-1%[10.9 µM]	1.6%[11.4 µM]
Cc1ccc(C)n1/N=C1/NC(=O)CS1	8%	11%	-9%	3.4%
O=C(O)CCCCCN1C(=O)C2CCCCC2C1=O (stereo not drawn)	-6%	25%	nt	nt
CCCCc1nn2c(=O)cc(COC(=O)c3ccccc3NC(=O)c3cccs3)nc2s1	7%	-7%	-2%[10.9 µM]	0.6%
Cc1cc(C)cc(NC(=O)Cn2nnc(C(=O)NCc3ccco3)c2N)c1	5%	8%	?	-2.5%

Next part
SMILES	p53ts 32C kill	p53ts 39C tox	Imprint erasure	IkB sig inh
Cc1ccc(Cl)cc1N	5%[1.84 µM]	0%	-3%	1.3%
Clc1ccc(OCCn2ccnc2)c2ccccc12	-14%	-8%	-23%	-1.8%
O=C(Nc1ccc(S(=O)(=O)N2CCOCC2)cc1)c1cccs1	1%	6%	-4%	0.1%
CCC(=O)NCCc1cc2ccc(C)c(C)c2[nH]c1=O	9%	-14%	-23%	0.6%
O=S(=O)(NC1CCCCC1)c1ccc(S(=O)(=O)N2CCN3CCCC3C2)cc1 (stereo not drawn)	1%	8%	-9%	1.9%
CCCCC1=NN(C(=O)c2cocc2C)C(O)(C(F)(F)F)C1 (stereo not drawn)	3%	-4%	nt	nt
Fc1ccc(-c2nnc(CN3CCC(c4nc5ccccc5s4)CC3)o2)cc1	-3%	3%	-7%	2.2%
CCOc1ccc(-c2cccc(NS(=O)(=O)c3c(C)cc(C)cc3C)c2)nn1	26%	-7%	6%[10.9 µM]	?
CCCOc1ccc(CNC(=O)C2CCCN(c3nc4c(C)cc(C)cc4s3)C2)cc1 (stereo not drawn)	0%	8%	3%[10.9 µM]	-1.4%
Cc1sc2ncnc(N3CCC(C)CC3)c2c1C	9%	20%	nt	nt
Cc1ccc(S(=O)(=O)NCc2nc(-c3cccc(C)c3)no2)cc1	3%	3%	-4%[10.9 µM]	-1.4%
CCOC(=O)c1c(C)oc2nc(C)nc(NCCc3ccc(OCC)c(OCC)c3)c12	1%	-1%	-6%[10.9 µM]	?
COc1ccccc1NC(=O)C1=C(C)Nc2nc(SCc3ccccc3C)nn2C1CC(C)C (stereo not drawn)	4%	?	-25%[10.9 µM]	?
CC(NC(=O)c1ccccc1)c1nc2ccccc2n1Cc1ccc(Cl)cc1 (stereo not drawn)	-11%	-24%	-7%[10.9 µM]	-0.4%
CN1CCC[C@@H](CC2c3ccccc3Sc3ccccc32)C1	-3%[20.6 µM]	?	7%[16.8 µM]	1.8%[25.6 µM]
COCCNC(=O)Cn1cnc2c1c(=O)n(C)c(=O)n2C	-1%	6%	-3%	-0.1%
CN(C)C(=O)[C@]1(C)C[C@H]1[C@H](NC(=O)CNC(=O)[C@@H]1CCCN1C(=O)[C@]1(C)C[C@H]1[C@H](NC(=O)OCc1ccccc1)c1ccccc1)c1ccccc1	-5%	-8%	-4%	nt
CCOc1cc(C#N)c(NC(=O)c2ccc(OC)c(S(=O)(=O)N3CCCC3)c2)cc1OCC	5%	22%	18%[10.9 µM]	-3.2%
CCOC(=O)c1cnc2c(C#N)c(C)nn2c1C	1%	-5%	-28%	-0.2%
Cc1ccccc1C(=O)Nc1ccccc1-c1nc(-c2ccccc2)no1	11%	17%	11%[10.9 µM]	-0.7%
Cc1cccc(OCCC(=O)NCC(c2ccccc2)N(C)C)c1 (stereo not drawn)	1%	1%	-6%	2.7%
O=C(O)c1cc2cc(Cl)ccc2[nH]1	-1%	-4%	-16%	nt
Nc1nc(SCC(=O)NCc2ccco2)[nH]c(=O)c1-c1ccccc1	5%	15%	-15%	-0.6%
CSC1=C(C#N)C(c2ccccc2C)C(C#N)=C(N)N1 (stereo not drawn)	6%	9%	-15%	2.8%
COc1ccc(C2(C(=O)NCCN3CCOCC3)CCOCC2)cc1	7%	9%	-11%	1.2%

A section taken from the entries so far, for reference:
SMILES	p53ts 32C kill	p53ts 39C tox	Imprint erasure	IkB sig inh
Cc1sc2ncnc(N3CCC(C)CC3)c2c1C	9%	20%	nt	nt
Cc1ccc(S(=O)(=O)NCc2nc(-c3cccc(C)c3)no2)cc1	3%	3%	-4%[10.9 µM]	-1.4%

(continued)
SMILES	p53ts 32C kill	p53ts 39C tox	Imprint erasure	IkB sig inh
Nc1nn(-c2ccccc2)nc1C(=O)OCc1c(F)cccc1Cl	-4%	-15%	-13%[10.9 µM]	-3.7%
N#Cc1c(N)sc2c1CCN(CCc1ccccc1)C2	3%	0%	nt	nt
CCc1cccc(NC(=O)CN(C)S(=O)(=O)c2cccc3nsnc23)c1	-12%	-7%	-6%	2.1%
CC1=C(C(=O)OC2CCCCC2)C(c2ccc(C)o2)C2=C(CC(C)(C)CC2=O)N1 (stereo not drawn)	7%	-7%	-4%	0.6%
O=C(Nc1ccc2c(c1)OCCO2)C1CCN(C(=O)c2ccc(F)cc2)CC1	-13%	-7%	-6%	-0.2%
CCN1CCN(CC(O)COCc2ccccc2)CC1 (stereo not drawn)	-1%	-2%	-1%	0.6%
O=C(O)C(Cc1ccccc1-c1ccccc1)C(=O)O	-13%[9.22 µM]	4%[9.22 µM]	-12%[10.9 µM]	1.2%[11.4 µM]
CCC(C)(C)n1nnnc1CN1CCC(c2nc3ccc(C)cc3[nH]2)CC1	-2%	1%	nt	-0.7%
CCOC(=O)c1c(C)n(CC(O)c2ccccc2)c2ccc(O)cc12 (stereo not drawn)	2%	3%	-5%	5.7%
CCn1ncc(C2=NOC(C(=O)N3CCC(C(N)=O)CC3)C2)c1C (stereo not drawn)	7%	9%	nt	nt
CCOC(=O)Cc1cc(=O)[nH]c(Nc2nc3ccccc3o2)n1	-14%	-15%	nt	nt
Cn1nc(C(=O)N2CCN(c3ccc(Cl)cc3)CC2)c2c1-c1ccccc1S(=O)(=O)C2	10%	-11%	-12%[10.9 µM]	?
Cc1cccc(C(=O)NNC(=O)CN2C(=O)c3ccccc3C2=O)c1	-11%	-1%	nt	nt
COc1cc(OC)c(C2Oc3nc(SC)nnc3-c3ccccc3N2C(C)=O)cc1OC (stereo not drawn)	13%	-6%	-3%	-3.0%
Cc1cccc(N2CCN(S(=O)(=O)c3cc(Br)cc4c3N(C(=O)C3CC3)CC4)CC2C)c1 (stereo not drawn)	2%	16%	13%[10.9 µM]	0.6%
CCn1nc(C(=O)N2CCc3ccccc3C2)c2ccccc2c1=O	9%	3%	-1%	1.5%
CCOc1ccc(NC(=O)Cn2cc(C(=O)c3ccc(CC)cc3)c(=O)c3cc(OC)c(OC)cc32)cc1	10%	7%	-4%[10.9 µM]	?
CC(C)c1ccccc1NC(=O)c1ccco1	2%	15%	-16%	0.2%
CCCn1c(/N=C/c2cc(OC)ccc2O)nc2ccccc21	8%	1%	-16%	6.9%
CC(C)c1nc(SCC(=O)Nc2cccc(C(F)(F)F)c2)c2c(=O)n(C)c(=O)n(C)c2n1	4%	-6%	-14%	2.0%
Cc1ccc(C(=O)OCC(=O)Nc2ccc3c(c2)OCO3)o1	4%	-3%	-11%	-0.9%
O=C(COc1cc(Cl)c(Cl)cc1Cl)Nc1ccncc1	-4%	-3%	-20%	-1.7%
OCCCN1c2ccccc2Nc2nnc(-c3ccccc3)cc21	13µM*	?	-36%[inhibitor]	?
Cc1cc(=O)[nH]c(Cc2ccc(OC(C)C)cc2)n1	-9%	-7%	-7%	5.1%
CSc1ccc(S(=O)(=O)Nc2c(C)cccc2C)cc1	6%	-9%	5%	?

Six entries from above, arranged by heavy-atom count, rising:
SMILES	p53ts 32C kill	p53ts 39C tox	Imprint erasure	IkB sig inh
Cc1cc(=O)[nH]c(Cc2ccc(OC(C)C)cc2)n1	-9%	-7%	-7%	5.1%
CSc1ccc(S(=O)(=O)Nc2c(C)cccc2C)cc1	6%	-9%	5%	?
Nc1nn(-c2ccccc2)nc1C(=O)OCc1c(F)cccc1Cl	-4%	-15%	-13%[10.9 µM]	-3.7%
CCc1cccc(NC(=O)CN(C)S(=O)(=O)c2cccc3nsnc23)c1	-12%	-7%	-6%	2.1%
CCC(C)(C)n1nnnc1CN1CCC(c2nc3ccc(C)cc3[nH]2)CC1	-2%	1%	nt	-0.7%
CC(C)c1nc(SCC(=O)Nc2cccc(C(F)(F)F)c2)c2c(=O)n(C)c(=O)n(C)c2n1	4%	-6%	-14%	2.0%

Other records follow.
SMILES	p53ts 32C kill	p53ts 39C tox	Imprint erasure	IkB sig inh
O=C(Cn1ccn(-c2ccc(F)c(F)c2)c(=O)c1=O)NCCc1ccccc1	1%	-21%	-10%[10.9 µM]	1.2%
O=C(Cn1cc(SCc2ccc(F)cc2)c2ccccc21)N1CCCCC1	4%	-20%	-20%[10.9 µM]	?
CCOC(=O)N1CCN(C(=O)Cc2ccc(-n3c(=S)[nH]c4ccccc4c3=O)cc2)CC1	4%	3%	7%	-1.0%
COc1cc2nc(SCC(=O)NCCc3ccccc3)n(Cc3ccco3)c(=O)c2cc1OC	3%	3%	-5%	7.4%
Cc1ccc(CNC(=O)c2ccc3c(c2)N(Cc2cccc(C)c2)C(=O)CS3)cc1	17%	-8%	-5%[10.9 µM]	?
C[C@@H](/C=C\c1cccc(Oc2ccc(F)cc2)c1)N(O)C(N)=O	32µM*	32µM*	-30%	?
Cc1cc(C)nc(N(C#N)CCOc2ccc(Cl)cc2)n1	-2%	-6%	nt	nt
O=C(Nc1ccc(Cl)cc1)C1CCN(c2nc3ccccc3n3cccc23)CC1	-4%	?	-14%[10.9 µM]	2.1%
Cc1cccc(N2CCN(C(=O)C3CCN(Cc4nc(-c5ccc(Cl)cc5)oc4C)CC3)CC2)c1C	-20%	1%	-15%[10.9 µM]	0.4%

Screening results: PubChem BioAssay, National Center for Advancing Translational Sciences (NCATS)
